Screens from PubChem.
esBAF inh: SWI/SNF esBAF complex inhibition; AID 602393; hit rate 2% among 350,000; reporter increase, % at 12.5 µM; mouse ES cells, Bmi1-luciferase knock-in reporter, 24 h; 100% = twice the neutral-well signal; in the data active = activation above about 40%;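 note: 0% = median of the plate's neutral control wells and 100% = double that signal; a rise in the Bmi1 reporter signal indicates esBAF inhibition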
FN deposit inh: fibronectin deposition inhibition; AID 743247; inhibition, % at 12.6 µM; hit rate 0.086% among 350,000; AH1F fibroblasts, Alexa488-fibronectin deposition fluorescence, overnight;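 active = mean inhibition across replicates of 30% or more, regardless of how many single replicates reach that level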;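 note: positive control wells lacked labelled fibronectin entirely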
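Assay system: AH1F fibroblasts / Quantity: 10000 cells per well / Medium: DMEM plus 2% serum, read in PBS / Reagent: labelled fibronectin 24 nM / Dosing: single dose, pinned / Times: 1 h cell attachment, overnight exposure to compound and label / Signal: fluorescence, ex 485 nm, em 525 nm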
SIRT5 block: sirtuin-5 (human) deacylase inhibition. Purified SirT5, succinyl-peptide AMC, trypsin-coupled fluorescence. inhibition, % at 15 µM. Q9NXA8. hit rate 1.1% among 330,000. AID 652115; in the data active = inhibition above about 15%
Target sequence (Q9NXA8 whole entry, looked up): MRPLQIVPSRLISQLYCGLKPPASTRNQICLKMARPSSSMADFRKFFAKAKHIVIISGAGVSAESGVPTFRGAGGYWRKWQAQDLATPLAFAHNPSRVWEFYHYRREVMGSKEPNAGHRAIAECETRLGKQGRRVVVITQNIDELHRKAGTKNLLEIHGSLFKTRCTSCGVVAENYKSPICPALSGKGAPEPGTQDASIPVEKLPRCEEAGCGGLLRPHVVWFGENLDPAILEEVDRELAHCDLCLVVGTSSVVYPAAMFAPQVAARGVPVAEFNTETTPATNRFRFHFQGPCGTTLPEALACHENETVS
Statin myotox sup: suppression of simvastatin myotoxicity | hit rate 0.78% among 330,000 | rescue of ATP level, % at 7.49 µM | C2C12 myotubes + simvastatin, ATP luminescence, 48 h; scaled: DMSO 0, geranylgeraniol control 100;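 active = mean ATP rescue above about 67%, or every replicate alone reaching that limit, limit read from the data, passing the limit was not always enough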;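 note: myotubes were challenged with 10 µM simvastatin during compound exposure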
S100A4 inh HTS: inhibitors of human S100A4 binding to myosin IIA peptide; hit rate 0.14% among 360,000; inhibition, % at 10.7 µM; AID 652163; S100A4/TAMRA-MyoIIA peptide fluorescence polarization; P26447;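 active = mean inhibition of at least 70% across replicates, with every replicate also reaching that level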
Target sequence (P26447 whole entry, looked up): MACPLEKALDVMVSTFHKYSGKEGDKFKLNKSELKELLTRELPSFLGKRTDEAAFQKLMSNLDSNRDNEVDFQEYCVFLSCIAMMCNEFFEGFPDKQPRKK
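incubation = readout 5 min after mixing, signal stable up to 60 min | system = S100A4 monomer protein | buffer or medium = HEPES pH 7.2 with CaCl2, KCl, NaCl, DTT, Triton | benchmarks = neutral control DMSO, positive control TFP | also added = fluorescent myosin IIA peptide, 5 nM | compound dosing = one concentration per compound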
Casp6 inh: inhibitors of human caspase-6. purified caspase-6, Z-VEID-R110 cleavage fluorescence. inhibition, % at 12.5 µM. hit rate 0.53% among 350,000;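 active = mean inhibition across replicates at least about 35%, with every replicate also reaching that limit, limit read from the data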;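 note: 0% = median of neutral control wells and 100% = no fluorescence left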
Target sequence (P55212 24-179 limits assumed): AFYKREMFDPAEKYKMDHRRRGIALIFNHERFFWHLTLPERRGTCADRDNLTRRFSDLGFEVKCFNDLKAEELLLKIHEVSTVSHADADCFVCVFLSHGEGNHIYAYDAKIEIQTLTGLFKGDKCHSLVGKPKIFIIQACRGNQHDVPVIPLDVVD
Target sequence (P55212 194-293 limits assumed): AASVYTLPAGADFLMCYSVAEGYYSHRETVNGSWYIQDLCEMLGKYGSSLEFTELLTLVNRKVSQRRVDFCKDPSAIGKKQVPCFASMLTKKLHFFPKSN
LGR2 inh: Drosophila LGR2 receptor signaling inhibition. hit rate 0.35% among 380,000. inhibition, % at 9.99 µM. HEK293 LGR2, CRE-luciferase, bursicon-stimulated, 4 h;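 active = drop in luminescence signal, shown as inhibition above about 50% in the replicate tests, limit read from the data, passing the limit was not always enough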;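 note: agonist challenge used bursicon conditioned medium at about half maximal strength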
* = called active by the depositor; nt = no result given; & = joins results of further samples.

Start of the listing, in advance:
SMILES	esBAF inh	FN deposit inh	SIRT5 block	Statin myotox sup	S100A4 inh HTS	Casp6 inh	LGR2 inh
CC1CCCCC12NC(=O)N(CC(=O)OCC(=O)NC(=O)c1ccccc1)C2=O (configuration not stated)	3	3	0	3	5	-1	-7
COc1ccc(/C=C/C(=O)OCC(=O)Nc2ccc(N3CCOCC3)cc2)cc1	nt	-6	-1	nt	-2	-11	-5
COc1ccc(NC(=O)Nc2ccc3c(c2)C(=O)N(C)C[C@H](OC)[C@@H](C)CN[C@@H](C)CO3)cc1	2	11	nt	9	nt	nt	13
COCC#Cc1cnc2c(c1)C(=O)N([C@H](C)CO)C[C@@H](C)[C@H](CN(C)S(=O)(=O)c1ccccc1)O2	1	-3	-2	1	7	0	1
CCCC(C)C(=O)Nc1nc(C)c(-c2csc(Nc3ccccc3OC)n2)s1 (configuration not stated)	4	-7	-3	-29	-8	-3	-19
COc1ccc(CCNC(=O)CN2C(=O)NC(Cc3c[nH]c4ccccc34)C2=O)cc1 (configuration not stated)	-7	-2	-4	5	-1	-1	-4
C[C@H]1CN([C@@H](C)CO)C(=O)c2cc(C#CC3CCCCC3)cnc2O[C@@H]1CN(C)C	-1	1	nt	-4	nt	nt	-5
CCCC(C)NNC(=O)c1cc2ccccc2[nH]1 (configuration not stated)	14	-8	nt	-7	nt	nt	4
Cc1ccc(S(=O)(=O)N2CCC(=O)N(C(COCc3cccc(C)c3)Cc3ccccc3)CC2)cc1 (configuration not stated)	0	10	nt	16	-2	1	12
COC(=O)[C@]12CCCCC=C1N(CCc1ccc(OC)c(OC)c1)C(=O)[C@H](CC(=O)NCC1CCCCC1)C2	nt	5	2	nt	-3	0	-23
CCN(CC(=O)Nc1ccc(NC(C)=O)cc1)C(=O)c1ccc(C(=O)c2ccccc2)cc1	-2	-12	0	-6	-3	-2	8
Cc1csc(NC(C)c2nc3cc(Cl)c(N4CCCCC4)cc3n2CCOCCO)n1 (configuration not stated)	-4	0	-1	-9	-15	3	nt
COCC(=O)N(C)C[C@H]1Oc2cc(-c3ccncc3)ccc2S(=O)(=O)N([C@H](C)CO)C[C@H]1C	-1	1	1	6	0	1	-7

The list itself, from the start:
SMILES	esBAF inh	FN deposit inh	SIRT5 block	Statin myotox sup	S100A4 inh HTS	Casp6 inh	LGR2 inh
CC1CCCCC12NC(=O)N(CC(=O)OCC(=O)NC(=O)c1ccccc1)C2=O (configuration not stated)	3	3	0	3	5	-1	-7
COc1ccc(/C=C/C(=O)OCC(=O)Nc2ccc(N3CCOCC3)cc2)cc1	nt	-6	-1	nt	-2	-11	-5
COc1ccc(NC(=O)Nc2ccc3c(c2)C(=O)N(C)C[C@H](OC)[C@@H](C)CN[C@@H](C)CO3)cc1	2	11	nt	9	nt	nt	13
COCC#Cc1cnc2c(c1)C(=O)N([C@H](C)CO)C[C@@H](C)[C@H](CN(C)S(=O)(=O)c1ccccc1)O2	1	-3	-2	1	7	0	1
CCCC(C)C(=O)Nc1nc(C)c(-c2csc(Nc3ccccc3OC)n2)s1 (configuration not stated)	4	-7	-3	-29	-8	-3	-19
COc1ccc(CCNC(=O)CN2C(=O)NC(Cc3c[nH]c4ccccc34)C2=O)cc1 (configuration not stated)	-7	-2	-4	5	-1	-1	-4
C[C@H]1CN([C@@H](C)CO)C(=O)c2cc(C#CC3CCCCC3)cnc2O[C@@H]1CN(C)C	-1	1	nt	-4	nt	nt	-5
CCCC(C)NNC(=O)c1cc2ccccc2[nH]1 (configuration not stated)	14	-8	nt	-7	nt	nt	4
Cc1ccc(S(=O)(=O)N2CCC(=O)N(C(COCc3cccc(C)c3)Cc3ccccc3)CC2)cc1 (configuration not stated)	0	10	nt	16	-2	1	12
COC(=O)[C@]12CCCCC=C1N(CCc1ccc(OC)c(OC)c1)C(=O)[C@H](CC(=O)NCC1CCCCC1)C2	nt	5	2	nt	-3	0	-23
CCN(CC(=O)Nc1ccc(NC(C)=O)cc1)C(=O)c1ccc(C(=O)c2ccccc2)cc1	-2	-12	0	-6	-3	-2	8
Cc1csc(NC(C)c2nc3cc(Cl)c(N4CCCCC4)cc3n2CCOCCO)n1 (configuration not stated)	-4	0	-1	-9	-15	3	nt
COCC(=O)N(C)C[C@H]1Oc2cc(-c3ccncc3)ccc2S(=O)(=O)N([C@H](C)CO)C[C@H]1C	-1	1	1	6	0	1	-7
C[C@@H]1CN([C@H](C)CO)S(=O)(=O)c2ccc(C#Cc3ccccc3F)cc2O[C@H]1CN(C)C	0	10	3	-26	-3	-1	14
Cc1ccc(N2C(=O)CC(n3ccnc3)C2=O)cc1C (configuration not stated)	-3	0	nt	9	nt	nt	nt
CN(C)S(=O)(=O)c1ccc(C(=O)OCc2nnc(-c3ccccc3)o2)cc1	nt	5	0	nt	-4	1	11
N=C(N)SCP(=O)(c1ccccc1)c1ccccc1	nt	-14	-5	nt	0	-5	-7
O=C(O)c1cccc(NC2=C(Cl)C(=O)c3ccccc3C2=O)c1	nt	11	112*	nt	1	25	10
C[C@@H]1CN([C@H](C)CO)C(=O)Cc2cc(NC(=O)CCCCCC(=O)Nc3ccccc3N)ccc2O[C@H]1CN(C)C(=O)Nc1cccc2ccccc12	nt	nt	nt	nt	-6	-3	-8
COc1cc2ccccc2cc1C(=O)NC(=S)Nc1cccc(C(=O)O)c1C	-5	4	1	-3	-2	3	-9

The closing 2 records of the part before lead into the next.
SMILES	esBAF inh	FN deposit inh	SIRT5 block	Statin myotox sup	S100A4 inh HTS	Casp6 inh	LGR2 inh
C[C@@H]1CN([C@H](C)CO)C(=O)Cc2cc(NC(=O)CCCCCC(=O)Nc3ccccc3N)ccc2O[C@H]1CN(C)C(=O)Nc1cccc2ccccc12	nt	nt	nt	nt	-6	-3	-8
COc1cc2ccccc2cc1C(=O)NC(=S)Nc1cccc(C(=O)O)c1C	-5	4	1	-3	-2	3	-9
C[C@@H]1CN([C@@H](C)CO)C(=O)Cc2cc(NC(=O)c3ccncc3)ccc2O[C@H]1CN(C)Cc1ccc(C(F)(F)F)cc1	-9	-22	nt	10	nt	nt	-2
COCC(=O)N1CCCCN2[C@H](CO)[C@@H](c3ccc(-c4ccc(OC)cc4)cc3)[C@@H]2C1	nt	nt	-3	nt	-1	0	6
COCCn1c(SCC(=O)NC(=O)NC2CCCCC2)nc2ccccc2c1=O	6	5	3	-5	-2	1	-8
CCOC(=O)NC(=O)/C(C#N)=C\Nc1ccc(Cl)cc1Cl	nt	nt	0	nt	-6	-3	-64
NCc1cccc(CNc2ccc([N+](=O)[O-])cc2C(N)=O)c1	2	14	nt	2	9	nt	-69
CCN(CC(=O)Nc1ccc(NC(C)=O)cc1)C(=O)C1COc2ccccc2O1 (configuration not stated)	nt	-2	-3	nt	10	-1	-1
Cc1ccc(-n2c(SCC(=O)Nc3cccc(S(=O)(=O)NC4=NCCCCC4)c3)nc3ccccc3c2=O)cc1C	1	0	nt	2	nt	nt	18
O=C(Nc1ccc(Cl)cc1)Nc1ccccc1NS(=O)(=O)c1cccs1	0	3	-1	-6	-3	nt	-21
O=C(NC(=S)Nc1ccccc1[N+](=O)[O-])c1ccco1	2	-6	-3	-9	2	3	3
CCCCn1c(N)c(N(CCC(C)C)C(=O)CC2CCCCC2)c(=O)[nH]c1=O	-3	6	-4	-1	7	1	15
CCCNC(=O)N(C)C[C@@H]1Oc2cc(Br)ccc2S(=O)(=O)N([C@@H](C)CO)C[C@@H]1C	-1	6	-2	nt	14	0	-2
O=[N+]([O-])c1ccccc1C=NN1CCCCCC1	47*	-24	-3	2	-2	-2	nt
CCC(=O)N1C[C@H](C)[C@@H](OC)CN(C)C(=O)c2ccc(NC(=O)Nc3cccc(F)c3)cc2OC[C@H]1C	9	-7	3	4	-14	-2	0
O=C(C[C@H]1C=C[C@H](NC(=O)CN2CCOCC2)[C@@H](CO)O1)NC1CCCCC1	1	15	-2	8	-3	3	1
COc1cc2[nH]c(=O)n(Cc3ccc(C(=O)NCC4CCCO4)cc3)c(=O)c2cc1OC (configuration not stated)	-3	4	nt	-1	nt	nt	nt
COc1cc(C2c3cc4c(cc3C(OC3OC5COC(c6cccs6)OC5C(O)C3O)C3COC(=O)C23)OCO4)cc(OC)c1O (configuration not stated)	-79	-7	-3	-22	-3	nt	41
Cn1cc(CN2CCC(C(O)CCc3ccccc3)CC2)c(-c2ccccc2F)n1 (configuration not stated)	nt	nt	0	nt	-1	-2	2
CCOC(=O)N1CCN(c2c(NCc3ccc(N(C)C)cc3)c(=O)c2=O)CC1	-7	9	0	7	46	-1	14
O=C(NCc1ccccc1)[C@H]1CCCN1C(=O)[C@H]1CCCN1C(=O)c1ccc(F)c(F)c1	nt	7	nt	nt	5	0	1
Cc1cc(C)n(CCNC(=O)[C@H]2O[C@@H](n3ccc(=O)[nH]c3=O)[C@H](O)[C@@H]2O)n1	0	-7	-9	-3	-7	-1	9
O=C(NCC(c1ccccc1Cl)N1CCCC1)C1CCN(C(=O)Nc2ccccc2)CC1 (configuration not stated)	2	1	-8	14	4	-15	-1
C=CCn1c2ccccc2c2nnc(SCC(=O)NC(C(=O)OC)C(C)C)nc21 (configuration not stated)	-2	-3	nt	-8	nt	nt	nt
O=C1C(Cl)=C(N2CCCC2)C(=O)N1c1ccc(F)cc1	23	5	-2	7	4	-1	7
O=C(Nc1ncccc1Cl)C1COc2ccccc2O1 (configuration not stated)	38	10	nt	2	nt	nt	nt
COc1cc(/C=C/C(=O)OCC(=O)NCCc2ccccc2)ccc1OC(F)F	nt	4	1	nt	-3	0	-9
C[C@@H]1CN([C@H](C)CO)C(=O)c2cc(NC(=O)Nc3ccc(F)cc3)ccc2O[C@@H](C)CCCCO[C@H]1CN(C)S(=O)(=O)c1ccc(F)cc1	-1	3	nt	nt	nt	nt	18
COc1ccc(NC(=O)C2CCCN2S(=O)(=O)c2ccc3c(c2)CCC(=O)N3)cc1 (configuration not stated)	1	1	4	-5	2	0	7
C/C=C/c1ccc2c(c1)O[C@@H](CN(C)C(=O)c1cccnc1)[C@@H](C)CN([C@@H](C)CO)S2(=O)=O	1	nt	-4	22	0	-2	-1
O=C(CN1CCN(c2ccccc2F)CC1)c1ccc2cc[nH]c2c1	5	-2	4	2	-1	-2	3
COc1ccc(C(=O)Nc2ccc3c(c2)C(=O)N(C)C[C@H](OC)[C@@H](C)CN(C(C)=O)[C@@H](C)CO3)cc1	3	5	0	-6	38	nt	9
CC(C)CCNc1nc2c(c(=O)[nH]c(=O)n2C)n1CC(O)COC(C)C (configuration not stated)	9	nt	nt	3	nt	nt	0
CCN(Cc1ccccc1)Cc1c(C)[nH]c2c(C)c(C)ccc2c1=O	0	10	nt	-1	nt	nt	nt
O=C(COC(=O)CNC(=O)c1ccc(Cl)cc1Cl)NC(=O)NC1CCCCC1	2	9	3	0	0	0	3
C[C@@H]1CN([C@H](C)CO)C(=O)CCCn2cc(nn2)CO[C@@H]1CN(C)CC1CCCC1	-1	-2	-1	-13	2	3	8
O=C1CCC([N+](=O)[O-])C(C2CC=CCC2)N1 (configuration not stated)	nt	-5	-2	nt	-4	-2	3
Cc1ccc([C@H]2N[C@]3(CCCN(Cc4ccc(F)cc4)C3=O)[C@H]3C(=O)N(Cc4ccccc4)C(=O)[C@@H]23)cc1	-1	9	-1	11	-3	6	-5
C=CCOC(=O)C1=C[C@@H](c2ccc(Br)cc2)[C@H](CCCO)[C@@H](OCC)O1	-3	3	-2	1	1&3	0&5	-12
Cc1ccc(-c2nn(-c3ccccc3)cc2C(=O)N2CCOCC2)cc1	-6	3	nt	0	nt	nt	nt
CCOc1ccc(Nc2ncnc3c2cnn3C)cc1	3	0	1	-1	0	-1	-16
C[C@]12c3[nH]c4ccc(Cl)cc4c3CCN1C(=O)[C@@H](CC(=O)NCc1ccco1)C[C@@H]2C(=O)N1CCCCC1	0	34*	-5	-6	-2	0	5
COc1ccc(CN(C2CCCC2)S(=O)(=O)c2ccc(-n3cnnn3)c(OC)c2)cc1OC	5	nt	-4	50	15	0	-10
CCOc1cc(N2CCOCC2)c(OCC)cc1NC(=O)CN1C(=O)NC(C)(c2ccc(OC)cc2)C1=O (configuration not stated)	-3	7	-4	1	-9	-1	2

An excerpt, so the mix of outcomes need not match the whole.
